AID inh: Primary qHTS assay for inhibitors of Activation Induced Cytidine Deaminase (AID): AID signal | Single-stranded DNA cytosine deaminase (Homo sapiens), Q9GZX7 | AID deamination FRET fluorescence, UDG-coupled, 4 h | Potency, µM (series often up to 115 µM), without a hit: top-dose activity change, negative = inhibition, actives largely listed as inhibitors | 91,000 compounds, 0.32% hits | AID 1347428, 2020; also: nearly all actives have a fitted effect of over 25% in size
Target sequence (Q9GZX7 whole entry, looked up): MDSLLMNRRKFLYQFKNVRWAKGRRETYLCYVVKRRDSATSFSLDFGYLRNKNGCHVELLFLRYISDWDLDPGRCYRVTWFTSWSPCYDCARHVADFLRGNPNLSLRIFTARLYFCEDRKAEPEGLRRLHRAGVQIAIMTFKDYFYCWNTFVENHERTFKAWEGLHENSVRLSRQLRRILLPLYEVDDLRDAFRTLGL
UDG counter: Primary qHTS assay for inhibitors of Activation Induced Cytidine Deaminase (AID): UDG Counterscreen signal; FRET deamination/UDG coupled assay, UDG read, 4 h; Uracil-DNA glycosylase; AID 1347430, 2020; 91,000 compounds, 0.14% hits; Potency, µM (series often up to 115 µM), for inactives: top-dose activity change, negative = inhibition, most hits filed as inhibitors; also: nearly all actives have a fitted effect of over 65% in size
Active calls of the source: *; [ ] = remark or other dose. Calls follow the shape of the dose curve; as a rule, active = well fitted curve in the direction sought with a large enough effect; inconclusive = small, poorly fitted or top-dose-only effect, or another doubt; inactive = no such curve, though single readings can be large; an effect the other way counts as inactive or inconclusive. % is scaled to controls: 0 for no effect and ±100 for the full control effect; potency is read from the fitted curve at half-maximal effect. Only part of the results is shown; rates above refer to the full screens.

Start of the data: the first eleven entries as a preview:
Results for Cc1ccc(CNC(=O)c2c3c(nc4ccccc24)C(=O)N(C2CCCCC2)C3)cc1 ?
AID inh: inconclusive; UDG counter: inconclusive

What do the screens show for `Cn1c(C(=O)Nc2ccccc2)c(Cl)c2ccccc21`?
AID inh: 7%; UDG counter: -3%

How did Cc1ccc(CCC(=O)Nc2cccc3cccnc23)cc1 do in these assays?
AID inh: -13%; UDG counter: -10%

What do the screens show for `COc1ccccc1-c1cc2ccccc2oc1=O`?
AID inh: 1%; UDG counter: 6%

What do the screens show for `CCOC(=O)c1c(C)[nH]c(C)c1S(=O)(=O)N(C)CC(=O)Nc1cccc(Cl)c1C`?
AID inh: -4%; UDG counter: -4%

What do the screens show for `CCCOc1ccc(CNC(=O)c2[nH]c3cc(OC)ccc3c2Sc2ccccc2)cc1`?
AID inh: 11%; UDG counter: 5%

How did O=C(Nc1ccccc1)c1ccc(CSc2ccc(C(F)(F)F)cn2)cc1 do in these assays?
AID inh: 9%; UDG counter: 1%

How did COc1ccccc1CNC(=O)C(=O)NCC(c1cccs1)S(=O)(=O)c1cccs1 (stereo not drawn) do in these assays?
AID inh: 7%; UDG counter: inconclusive

How did CC1=CC(C)(C)Nc2ccc(OC(=O)C(Sc3ccccc3)c3ccccc3)cc21 (stereo not drawn) do in these assays?
AID inh: 1%; UDG counter: -5%

How did Cc1cccc(-c2noc(CN(C)C(=O)COc3ccc4ccccc4c3Br)n2)c1 do in these assays?
AID inh: inconclusive; UDG counter: inconclusive

How did Cc1ccc(-n2c(CCC(=O)O)ccc2-c2cccs2)cc1Cl do in these assays?
AID inh: -40%; UDG counter: 3%

All compounds of this part, from the start:
Results for Cc1ccc(CNC(=O)c2c3c(nc4ccccc24)C(=O)N(C2CCCCC2)C3)cc1 ?
AID inh: inconclusive; UDG counter: inconclusive

What do the screens show for `Cn1c(C(=O)Nc2ccccc2)c(Cl)c2ccccc21`?
AID inh: 7%; UDG counter: -3%

How did Cc1ccc(CCC(=O)Nc2cccc3cccnc23)cc1 do in these assays?
AID inh: -13%; UDG counter: -10%

What do the screens show for `COc1ccccc1-c1cc2ccccc2oc1=O`?
AID inh: 1%; UDG counter: 6%

What do the screens show for `CCOC(=O)c1c(C)[nH]c(C)c1S(=O)(=O)N(C)CC(=O)Nc1cccc(Cl)c1C`?
AID inh: -4%; UDG counter: -4%

What do the screens show for `CCCOc1ccc(CNC(=O)c2[nH]c3cc(OC)ccc3c2Sc2ccccc2)cc1`?
AID inh: 11%; UDG counter: 5%

How did O=C(Nc1ccccc1)c1ccc(CSc2ccc(C(F)(F)F)cn2)cc1 do in these assays?
AID inh: 9%; UDG counter: 1%

How did COc1ccccc1CNC(=O)C(=O)NCC(c1cccs1)S(=O)(=O)c1cccs1 (stereo not drawn) do in these assays?
AID inh: 7%; UDG counter: inconclusive

How did CC1=CC(C)(C)Nc2ccc(OC(=O)C(Sc3ccccc3)c3ccccc3)cc21 (stereo not drawn) do in these assays?
AID inh: 1%; UDG counter: -5%

How did Cc1cccc(-c2noc(CN(C)C(=O)COc3ccc4ccccc4c3Br)n2)c1 do in these assays?
AID inh: inconclusive; UDG counter: inconclusive

How did Cc1ccc(-n2c(CCC(=O)O)ccc2-c2cccs2)cc1Cl do in these assays?
AID inh: -40%; UDG counter: 3%

How did Cc1cccc(CN2CCC(CNC(=O)c3c(C)oc4ncnc(N5CCCCC5)c34)CC2)c1 do in these assays?
AID inh: 0%; UDG counter: inconclusive

What do the screens show for `N#C/C(=C/c1ccc(O)cc1)c1ccc(C(F)(F)F)cn1`?
AID inh: -2%; UDG counter: -2%

Results for COc1ccc(C(=O)/C=C/c2cn(CC(O)CN3CCc4ccccc43)c3ccccc23)cc1 (stereo not drawn) ?
AID inh: -14%; UDG counter: -15%

How did N#Cc1cccc(COC(=O)c2c[nH]c3ccccc23)c1 do in these assays?
AID inh: 5%; UDG counter: 3%

How did O=C(CNc1cc(Cl)ccc1N1CCOCC1)Nc1ccc(F)cc1 do in these assays?
AID inh: -10%; UDG counter: -12%

Results for COc1ccccc1N1CCN(C(=O)Cn2c(=O)nc(-c3ccccc3)c3cc(Cl)ccc32)CC1 ?
AID inh: 6%; UDG counter: 0%

What do the screens show for `CCOc1ccc(CNC(=O)C(C)n2ncn3cccc3c2=O)cc1` (stereo not drawn)?
AID inh: 3%; UDG counter: 9%

What do the screens show for `CCCC12CN3CC(C)(CN(C1)C3c1cc(Br)ccc1OCC)C2=O` (stereo not drawn)?
AID inh: 5%; UDG counter: 6%

How did COCCc1ccc(OS(=O)(=O)c2c(C)c(Cl)cc(C)c2Cl)cc1 do in these assays?
AID inh: -11%; UDG counter: 0%

Results for COc1ccc2c(c1)cc1c(=O)n(CC(=O)NCCCc3ccccc3)nc(C)n12 ?
AID inh: 11%; UDG counter: 38%[activator]

What do the screens show for `COc1ccc(-c2onc(C)c2C)cc1S(=O)(=O)N(C)Cc1ccco1`?
AID inh: inconclusive; UDG counter: -17%

What do the screens show for `N#C/C(=C\c1ccc(-c2ccc(F)cc2F)o1)c1nc2ccccc2[nH]1`?
AID inh: 5%; UDG counter: 6%

What do the screens show for `COC(=O)c1ccc(NC(=S)NCCO)cc1`?
AID inh: 9%; UDG counter: 14%

How did N#Cc1cccnc1NCCNc1ccc2ccccc2n1 do in these assays?
AID inh: 3%; UDG counter: 13%

Results for O=C(COc1ncnc2ccccc12)NCc1ccccc1 ?
AID inh: 2%; UDG counter: 8%

What do the screens show for `COc1cccc(-n2c(SCC(=O)Nc3nnc(C)s3)nc3c([nH]c4ccccc43)c2=O)c1`?
AID inh: -7%; UDG counter: -7%

Results for CC(=O)NC(C(=O)O)c1ccccc1 (stereo not drawn) ?
AID inh: 5%; UDG counter: 2%

How did COC(=O)c1cc(-c2ccc(S(=O)(=O)N3CCN(c4cc(Cl)ccc4C)CC3)s2)on1 do in these assays?
AID inh: 28%; UDG counter: 2%

What do the screens show for `CNC(=O)c1ccc(NC(=O)COc2ccc(-c3nn(C)c(=O)c4ccccc34)cc2)cc1`?
AID inh: 69%[activator]; UDG counter: -1%

How did COc1ccc(-c2onc(C)c2C)cc1S(=O)(=O)NCC1CCN(Cc2cccc(F)c2)CC1 do in these assays?
AID inh: -14%; UDG counter: -25%

Results for CSc1ccc(CCNC(=O)c2c(C)nn(-c3ccc(F)cc3)c2-n2cccc2)cc1 ?
AID inh: -19%; UDG counter: -1%

How did Cc1cc(C)cc(OCCn2c(CN(C)C(=O)c3ccco3)nc3ccccc32)c1 do in these assays?
AID inh: inconclusive; UDG counter: -18%

How did Cc1c(-c2nnc(SCC(=O)Nc3ccccc3F)o2)nnn1-c1ccc(F)cc1 do in these assays?
AID inh: -1%; UDG counter: -2%

Results for Cc1nc(-c2ccc(S(=O)(=O)Nc3ccc(C)c(N(C)C)c3)cc2)co1 ?
AID inh: 9%; UDG counter: -7%

How did CCCCC(CC)C(=O)Nc1cc(C)ccc1C (stereo not drawn) do in these assays?
AID inh: 1%; UDG counter: 6%

What do the screens show for `CCc1nnc(NC(=O)c2nc(SCc3ccccc3C)ncc2Cl)s1`?
AID inh: inconclusive; UDG counter: 20%

How did C/C=C/Cn1c(SCCCCCCC)nc2c1c(=O)[nH]c(=O)n2C do in these assays?
AID inh: 0%; UDG counter: 8%

What do the screens show for `Cc1ccc(NC(=O)C2(C#N)CCCC2)c(C)c1`?
AID inh: -2%; UDG counter: 1%

What do the screens show for `CCCOc1ccc(NC(=O)c2cccc(Cl)c2)c2cccnc12`?
AID inh: 13%; UDG counter: -6%

How did CCCOc1ccc(CNc2ccc(Oc3ccccc3)cc2)cc1 do in these assays?
AID inh: 1%; UDG counter: -12%

What do the screens show for `Cc1cccc(CNC(C(=O)O)C(C)C)c1` (stereo not drawn)?
AID inh: 4%; UDG counter: 6%

Results for CCOC(=O)c1ccc(NC(=O)c2cc3cc(C)ccc3n2C)cc1 ?
AID inh: -1%; UDG counter: 13%

Results for CN(Cc1ccccc1)S(=O)(=O)c1ccc(NC(=O)CN2CCN(c3ccc(O)cc3)CC2)cc1 ?
AID inh: -7%; UDG counter: -8%

How did Cc1ccc(CSc2nc3ccncc3n2Cc2nc(-c3ccccc3C)oc2C)cc1 do in these assays?
AID inh: inconclusive; UDG counter: -17%

How did Cc1ccc(/C=C/S(=O)(=O)NCCC(=O)O)cc1 do in these assays?
AID inh: -14%; UDG counter: -15%

Results for CC(NC(=O)C1CCCCC1)c1ccccc1 (stereo not drawn) ?
AID inh: 0%; UDG counter: 8%

Results for Cc1ccccc1OCCn1c(CN2CCCCC2)nc2ccccc21 ?
AID inh: -26%; UDG counter: -15%

What do the screens show for `CCc1ccc(CNC(=O)CCC(=O)N2Cc3cccc(OC)c3Oc3ncccc32)cc1`?
AID inh: 8%; UDG counter: 3%

What do the screens show for `CCc1ccccc1NC(=O)N1CC(CC)Oc2ccc(Cl)cc21` (stereo not drawn)?
AID inh: -21%; UDG counter: -1%[57.5 µM]

Results for O=C(Oc1ccc2cc(-c3ccc(Cl)cc3)c(=O)oc2c1)N1CCOCC1 ?
AID inh: -5%; UDG counter: -5%

Results for COc1cc(Cl)c(C)cc1NC(=O)Cn1ncc2c3ccccc3n(Cc3ccccc3)c2c1=O ?
AID inh: 6%; UDG counter: -13%[57.5 µM]

What do the screens show for `CC(C)CCNC(=O)CCC(=O)NNc1nc2ccccc2c2nc(-c3ccccc3)nn12`?
AID inh: -12%; UDG counter: -13%

What do the screens show for `COc1ccc(Cc2nnc(SCC(=O)c3ccc(Cl)cc3)n2CC(C)C)cc1`?
AID inh: -17%; UDG counter: -9%

What do the screens show for `COc1ccc(CNC(=O)CCc2c(C)c3cc4c(C)coc4cc3oc2=O)cc1`?
AID inh: -12%; UDG counter: 0%

What do the screens show for `N#CCCn1cc(C(=O)N2CCOCC2)c(-c2cccc(Cl)c2)n1`?
AID inh: -3%; UDG counter: 1%

What do the screens show for `CCCN(CCC)c1nn2c(=O)c(C(=O)NCc3cc(Br)ccc3OC)cnc2s1`?
AID inh: 8%; UDG counter: 1%

Results for O=C(N/N=C/c1ccsc1)c1ccc(-c2ccccc2)cc1 ?
AID inh: 7%; UDG counter: 5%

How did Cc1cccc(NC(=O)CC2CC3CCC2C3)c1 (stereo not drawn) do in these assays?
AID inh: -1%; UDG counter: 7%

What do the screens show for `Cc1cccc(Oc2ccc(NC(=O)c3ccc4c(c3)NC(=O)CS4)cc2)c1`?
AID inh: 7%; UDG counter: -2%

How did Cc1ccc2c(c1)N(CC(=O)NCCCN1CCCCC1)C(=O)c1cccnc1O2 do in these assays?
AID inh: 10%; UDG counter: -30%

What do the screens show for `COc1ccc(N2CCN(C(=O)CSCc3nc(-c4ccccc4Cl)oc3C)CC2)cc1`?
AID inh: inconclusive; UDG counter: -9%

What do the screens show for `COc1ccc(-c2noc(-c3ccc(N4CCN(c5ccc(OC)cc5)CC4)c([N+](=O)[O-])c3)n2)cc1`?
AID inh: 25%; UDG counter: -10%

Results for Cc1cccc(NC(=O)c2cn(-c3ccccc3)nc2-c2ccccc2)c1C ?
AID inh: -28%; UDG counter: -18%

How did COCCNC(=O)Cn1cc(C(C)=O)c2ccccc21 do in these assays?
AID inh: -1%; UDG counter: 1%

Results for CCOC(=O)c1cccc(NC(=O)NCc2ccc3c(c2)CCN3C(=O)c2ccccc2)c1 ?
AID inh: 32%[activator]; UDG counter: 19%

How did N#C/C(=C/c1ccc(-c2ccc(F)cc2)o1)c1nc2ccccc2[nH]1 do in these assays?
AID inh: -25%; UDG counter: -8%

What do the screens show for `CC(C)(C)c1cc(SCCC#N)cc(C(C)(C)C)c1O`?
AID inh: 1%; UDG counter: 9%

How did COc1ccc(Nc2c(-c3ccc(Cl)cc3)nc3cnccn23)cc1OC do in these assays?
AID inh: 6%; UDG counter: -9%

How did CCOc1ccc(-c2nnc(SCC(=O)NCc3ccccc3)o2)cc1 do in these assays?
AID inh: 1%; UDG counter: -2%

How did O=C(Cc1cccs1)N/N=C/c1c2ccccc2cc2ccccc12 do in these assays?
AID inh: -3%; UDG counter: -4%

Results for CC(C)N(C(=O)Cn1c(CN2CCCCC2)nc2ccccc21)c1ccccc1 ?
AID inh: -10%; UDG counter: 4%

How did CC1CCCCN1CCCNC(=O)CN1C(=O)c2cccnc2Oc2ccc(Cl)cc21 (stereo not drawn) do in these assays?
AID inh: -1%; UDG counter: 10%

What do the screens show for `CC(C)(C(=O)NCC(c1ccccc1)N1CCCC1)c1ccccc1` (stereo not drawn)?
AID inh: 0%; UDG counter: 0%

What do the screens show for `CCNc1nnc(SCc2nc(-c3ccccc3)no2)s1`?
AID inh: 12%; UDG counter: -3%

What do the screens show for `CC(C)CCn1c(=O)c2sccc2n2c(CCCC(=O)NC(C)c3ccccc3)nnc12` (stereo not drawn)?
AID inh: -21%; UDG counter: 13%

How did O=C(C1CCCN(Cc2cccc3ccccc23)C1)N1CCCCC1 (stereo not drawn) do in these assays?
AID inh: -12%; UDG counter: -9%

What do the screens show for `CCOC(=O)c1sc(NC(=O)c2cc3nc(-c4ccc(Br)cc4)cc(C(F)(F)F)n3n2)c(C(=O)OCC)c1C`?
AID inh: 0%; UDG counter: inconclusive

What do the screens show for `CCOc1ccc(C(C)NC(=O)c2cc(C)ccc2C)cc1OCC` (stereo not drawn)?
AID inh: -11%; UDG counter: -4%

Results for Cn1c(Nc2ccc(Cl)cc2)cc(=O)n(C)c1=O ?
AID inh: 5%; UDG counter: -1%

What do the screens show for `Cc1nc(C)c(C(=O)OC(C)C(=O)C23CC4CC(CC(C4)C2)C3)s1` (stereo not drawn)?
AID inh: -6%; UDG counter: 2%

Results for Fc1ccc(C2C=C(c3ccccc3)NC(=S)N2)cc1 (stereo not drawn) ?
AID inh: -4%; UDG counter: 0%
